Compound activity: PubChem, Broad Institute
IDH1 R132H inh: IDH1 R132H (human) inhibition; O75874; IDH1 R132H reductase, diaphorase/resazurin fluorescence, 60 min; inhibition, % at 10 µM; 70,000 tested, 0.18% active; AID 624101; in the data active means inhibition above about 34%;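 further: 0% = DMSO and 100% = no enzyme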
Target sequence (O75874 whole entry R132H): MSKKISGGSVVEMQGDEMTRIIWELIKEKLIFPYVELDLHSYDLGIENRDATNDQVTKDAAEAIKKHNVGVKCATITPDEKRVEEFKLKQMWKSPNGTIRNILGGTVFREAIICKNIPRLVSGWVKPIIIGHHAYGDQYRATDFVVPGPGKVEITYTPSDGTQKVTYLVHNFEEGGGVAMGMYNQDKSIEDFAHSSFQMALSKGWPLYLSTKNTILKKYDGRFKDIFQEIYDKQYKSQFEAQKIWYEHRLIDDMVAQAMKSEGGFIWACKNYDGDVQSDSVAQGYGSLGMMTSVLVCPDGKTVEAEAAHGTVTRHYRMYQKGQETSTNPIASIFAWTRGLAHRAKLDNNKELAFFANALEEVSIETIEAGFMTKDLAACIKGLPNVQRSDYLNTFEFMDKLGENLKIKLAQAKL
EZH2 inh: blocks human EZH2/PRC2 H3K27 methylation; inhibition, % at 12.5 µM; DELFIA TRF, 1 h; AID 651548; 57,000 tested, 0.35% active; Q15910;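 active means mean inhibition of replicates at least 50% and every single replicate also reaching 50%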;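 further: dimethyl H3K27 on biotinylated H3 21-44 peptide detected by antibody; plate controls were median neutral control wells for no effect and median positive control wells for full effect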
* hit, by the source's call; . = no result given. An excerpt; the hit share may differ from the screen's.

canonical_smiles,EZH2 inh,IDH1 R132H inh
COc1cc(NC(=S)NC(=O)C(C)Oc2ccc(Cl)cc2Cl)c(OC)cc1Cl (stereo not given),-2.7,0.6
COc1cc(C2NC(=O)NC(c3ccccc3)=C2C(=O)c2ccccc2)cc(I)c1OCC(=O)O (stereo not given),4.3,-0.2
CC(C)(C)C1CCc2c(sc3ncn(CC(=O)NCc4ccco4)c(=O)c23)C1 (stereo not given),-8.7,-0.2
C=CCN1C(=O)[C@]2(O[C@H](CCO)[C@@H]([Si](C)(C)c3ccc(OC)cc3)[C@@H]2C)c2cc(NC(=O)[C@H](C)O)ccc21,4.2,-0.4
CO[C@@H]1CN(C)C(=O)c2ccc(NC(=O)c3ccccc3)cc2OC[C@@H](C)N(C)C[C@@H]1C,3.9,0.0
C[C@@H]1CN([C@H](C)CO)S(=O)(=O)c2ccc(C#Cc3ccncc3)cc2O[C@@H]1CN(C)S(=O)(=O)c1ccc(F)cc1,14.0,0.1
CC(C)C#Cc1ccc2c(c1)O[C@@H](CN(C)C(=O)C1CC1)[C@@H](C)CN([C@@H](C)CO)S2(=O)=O,5.3,.
CO[C@H]1CN(C)C(=O)c2ccc(NC(=O)NC(C)C)cc2OC[C@@H](C)N(Cc2ccc(-c3ccccn3)cc2)C[C@H]1C,-9.3,-0.1
Cc1cccc(C)c1OCC(=O)Nc1ccc([N+](=O)[O-])cc1O,-9.6,-0.2
COCC(=O)N(C)C[C@@H]1Oc2cc(-c3ccc(OC)cc3)ccc2S(=O)(=O)N([C@@H](C)CO)C[C@@H]1C,-2.5,2.2
C[C@H]1CN([C@@H](C)CO)C(=O)c2cc(NC(=O)Nc3cccc4ccccc34)ccc2O[C@H]1CN(C)S(=O)(=O)c1ccccc1,-6.9,.
C[C@@H]1CN([C@H](C)CO)C(=O)c2cc(/C=C/c3ccccc3)cnc2O[C@H]1CN(C)Cc1ccc2c(c1)OCO2,.,-0.6
O=C(NO)c1ccc(C(=O)N/N=C/c2ccc([N+](=O)[O-])s2)cc1,4.9,0.0
C[C@@H]1CN([C@@H](C)CO)S(=O)(=O)c2ccc(C#Cc3cccc(F)c3)cc2O[C@@H]1CN(C)C(=O)NC1CCCCC1,-7.3,.
C[C@H]1CN([C@@H](C)CO)C(=O)c2cc(-c3ccc(F)cc3)cnc2O[C@@H]1CN(C)C(=O)Cc1ccccc1,-8.6,-0.1

An excerpt of these results, as labelled records:
> C=CCN1C(=O)[C@]2(O[C@H](CCO)[C@@H]([Si](C)(C)c3ccc(OC)cc3)[C@@H]2C)c2cc(NC(=O)[C@H](C)O)ccc21
  EZH2 inh: 4.2; IDH1 R132H inh: -0.4
> CO[C@@H]1CN(C)C(=O)c2ccc(NC(=O)c3ccccc3)cc2OC[C@@H](C)N(C)C[C@@H]1C
  EZH2 inh: 3.9; IDH1 R132H inh: 0.0
> C[C@@H]1CN([C@H](C)CO)S(=O)(=O)c2ccc(C#Cc3ccncc3)cc2O[C@@H]1CN(C)S(=O)(=O)c1ccc(F)cc1
  EZH2 inh: 14.0; IDH1 R132H inh: 0.1

(cont.)
canonical_smiles,EZH2 inh,IDH1 R132H inh
C[C@H]1CN([C@@H](C)CO)C(=O)Cc2cc(NC(=O)CCN3CCOCC3)ccc2O[C@H]1CN(C)Cc1ccncc1,-5.7,0.0
C[C@@H]1CN([C@H](C)CO)S(=O)(=O)c2ccc(-c3ccccc3)cc2O[C@H]1CN(C)S(C)(=O)=O,13.1,-4.8
C[C@@H]1CN([C@H](C)CO)C(=O)Cc2cc(NS(=O)(=O)c3ccc(F)cc3)ccc2O[C@H]1CN(C)Cc1ccc(C(F)(F)F)cc1,.,-1.6
C[C@@H]1CCCCO[C@@H](CN(C)C(=O)Cc2ccccc2)[C@@H](C)CN([C@@H](C)CO)C(=O)c2cc(NC(=O)Nc3ccc(F)cc3)ccc2O1,.,-0.5
COc1ccc(Cl)cc1N(CC(=O)Nc1cc(Cl)ccc1C)S(C)(=O)=O,0.6,-0.6
COc1ccc(OC)c(NC(=O)Cn2cc(C(=O)C3CC3)c3ccccc32)c1,8.9,0.2
C[C@@H]1CN([C@@H](C)CO)C(=O)c2cc(NC(=O)Cc3ccccc3)ccc2O[C@@H](C)CCCCO[C@H]1CN(C)C(=O)Cc1ccccc1,.,-1.4
Cc1ccc(S(=O)(=O)Nc2ccc3c(c2)CC(=O)N([C@H](C)CO)C[C@H](C)[C@@H](CN(C)C(=O)Nc2c(C)noc2C)O3)cc1,.,-12.9
C[C@@H]1CCCCO[C@H](CN(C)C)[C@H](C)CN([C@H](C)CO)C(=O)c2cc(NS(C)(=O)=O)ccc2O1,5.2,0.1
COc1cc2c(cc1OC)CN(C(=O)[C@@H]1[C@H]3C(=O)O[C@H](c4ccccc4)[C@H](c4ccccc4)N3[C@H](c3ccc(O)cc3)[C@@]13C(=O)Nc1ccc(C#CCCO)cc13)CC2,-23.1,0.5
COC(=O)c1cn(CC(N)=O)c2ccccc12,15.1,-0.1
COc1ccc(NC(=O)N(C)C[C@@H]2Oc3ccc(NC(=O)NC4CCCCC4)cc3CC(=O)N([C@@H](C)CO)C[C@H]2C)cc1,-20.9,3.0
C[C@@H]1CN([C@@H](C)CO)C(=O)Cc2cc(NC(=O)Cc3ccccc3)ccc2O[C@H]1CN(C)Cc1ccc(C(F)(F)F)cc1,-11.0,2.3
C[C@@H]1CN([C@H](C)CO)C(=O)c2cc(NC(=O)CCCN(C)C)ccc2O[C@@H](C)CCCCO[C@@H]1CN(C)S(=O)(=O)c1cn(C)cn1,.,2.7
COc1ccc(CN(C)C[C@@H]2Oc3ccc(NC(=O)Nc4ccc5c(c4)OCO5)cc3CC(=O)N([C@H](C)CO)C[C@H]2C)cc1,-13.5,-1.3

Remaining list, next part
canonical_smiles,EZH2 inh,IDH1 R132H inh
Cc1sc2nc(SCC(=O)Nc3ccc4c(c3)OCCO4)n(-c3ccccc3)c(=O)c2c1C,-2.9,0.2
Cc1cc(Br)c(NC(=O)CSc2ncn(-c3ccccc3)n2)cc1C,12.5,0.5
COc1ccc(NC(=O)Nc2ccc3c(c2)CC(=O)N([C@H](C)CO)C[C@@H](C)[C@H](CN(C)C(=O)Nc2ccc4c(c2)OCO4)O3)cc1,.,-0.4
O=C(N[C@H]1CC[C@H](CCNC(=O)c2cnccn2)O[C@H]1CO)c1ccc2c(c1)OCO2,5.6,0.2
O=C(N[C@@H]1CC[C@H](CC(=O)N2CCCCC2)O[C@H]1CO)c1ccc2c(c1)OCO2,2.6,0.2
CC(C)(C)[S@@](=O)N1Cc2cc(C(=O)N3CCOCC3)nc(-c3cccc(-c4ccccc4F)c3)c2[C@H]1CCO,29.5,0.0
C[C@@H]1CN([C@H](C)CO)C(=O)c2cccc(NS(C)(=O)=O)c2O[C@H]1CN(C)C(=O)NC1CCCCC1,-3.1,1.5
O=C(Nc1ccc2c(c1)OCCO2)c1ccc(CNS(=O)(=O)c2cccc(C(F)(F)F)c2)cc1,8.6,0.6
O=C(Nc1ccc(Cl)cc1)N[C@H]1CC[C@@H](CCn2cc(C3(O)CCCC3)nn2)O[C@@H]1CO,8.8,-0.3
CN(C)CCCN1C(=O)[C@@]2(Cc3ccccc31)c1ccccc1C(=O)N(Cc1ccccc1)[C@H]2c1ccc(CO)cc1,4.1,1.4
C[C@@H]1CCCCO[C@@H](CN(C)Cc2ccc(Cl)c(Cl)c2)[C@H](C)CN([C@H](C)CO)C(=O)c2cc(NS(=O)(=O)c3cn(C)cn3)ccc2O1,.,-3.3
Cc1noc(C)c1NC(=O)N(C)C[C@H]1Oc2ccc(NS(=O)(=O)c3ccc(F)cc3)cc2C(=O)N([C@H](C)CO)C[C@H]1C,.,-1.1
CCO[C@@H]1OC(C(=O)Nc2ccccc2)=C[C@H](c2ccc3c(c2)OCO3)[C@H]1CCCO,1.0,.
CCCNC(=O)N1C[C@@H](C)[C@H](OC)CN(C)C(=O)c2ccc(NC(=O)CCC)cc2OC[C@@H]1C,7.4,0.0
COc1ccccc1NC(=O)C(CCS(C)(=O)=O)N1C(=O)c2ccc(Br)cc2C1=O (stereo not given),.,2.0

Overlap with the part before: 2 entries, then new ones.
canonical_smiles,EZH2 inh,IDH1 R132H inh
CCCNC(=O)N1C[C@@H](C)[C@H](OC)CN(C)C(=O)c2ccc(NC(=O)CCC)cc2OC[C@@H]1C,7.4,0.0
COc1ccccc1NC(=O)C(CCS(C)(=O)=O)N1C(=O)c2ccc(Br)cc2C1=O (stereo not given),.,2.0
CO[C@@H]1CN(C)C(=O)c2cc(NC(C)=O)ccc2OC[C@@H](C)N(C(=O)NC2CCCCC2)C[C@H]1C,3.9,0.3
C[C@H](NC(=O)C[C@@H]1C[C@H]2c3cc(NC(=O)Cc4ccncc4)ccc3O[C@H]2[C@@H](CO)O1)c1ccccc1,2.2,-0.1
Cc1noc(C)c1NC(=O)N(C)C[C@H]1Oc2ncc(C#CC3CCCCC3)cc2C(=O)N([C@H](C)CO)C[C@@H]1C,-16.3,.
COc1ccc(NC(=O)Nc2cccc3c2O[C@H](CN(C)S(=O)(=O)c2cccs2)[C@H](C)CN([C@@H](C)CO)C3=O)cc1,.,-2.7
C[C@@H]1CN([C@H](C)CO)C(=O)c2cccc(NC(=O)Nc3cccc4ccccc34)c2O[C@@H]1CN(C)Cc1ccc(Cl)c(Cl)c1,.,0.3
O=C(CSc1n[nH]c(-c2ccc(Cl)cc2)n1)Nc1cccc(Br)c1,10.3,0.1
CNC[C@@H]1Oc2ccc(NC(=O)Nc3c(C)noc3C)cc2C(=O)N([C@@H](C)CO)C[C@H]1C,-5.6,2.7
C[C@@H]1CN([C@@H](C)CO)C(=O)c2cc(-c3cccc(C#N)c3)cnc2O[C@H]1CN(C)Cc1ccncc1,.,0.8
C[C@@H]1CN([C@H](C)CO)C(=O)Cc2cc(NC(=O)Cc3ccccc3)ccc2O[C@H]1CN(C)S(=O)(=O)c1cccs1,.,-0.1
C[C@H]1CN([C@@H](C)CO)C(=O)c2cc(NS(=O)(=O)c3ccccc3)ccc2O[C@H]1CN(C)C(=O)Nc1ccc2c(c1)OCO2,.,2.9
COc1ccc(CN(C)C[C@H]2OCc3cn(nn3)CCCC(=O)N([C@H](C)CO)C[C@@H]2C)cc1,.,1.4
C[C@H]1CN([C@@H](C)CO)C(=O)c2cccc(NC(=O)NC3CCCCC3)c2O[C@@H]1CN(C)C(=O)Nc1ccccc1,.,-1.7
CC(C)NC(=O)N(C)C[C@@H]1Oc2ccc(NS(=O)(=O)c3ccc(Cl)cc3)cc2CC(=O)N([C@H](C)CO)C[C@@H]1C,7.3,.
C[C@H]1CN([C@@H](C)CO)C(=O)c2cc(-c3ccccc3F)cnc2O[C@@H]1CN(C)Cc1cccc(C(=O)O)c1,2.9,-1.9
CCCC#Cc1cnc2c(c1)C(=O)N([C@H](C)CO)C[C@H](C)[C@H](CN(C)C(=O)C1CC1)O2,1.2,0.2

(listing goes on)
canonical_smiles,EZH2 inh,IDH1 R132H inh
CC(C)NC(=O)N(C)C[C@H]1Oc2c(NS(=O)(=O)c3ccc(Cl)cc3)cccc2C(=O)N([C@@H](C)CO)C[C@@H]1C,1.4,.
C/C=C/c1ccc2c(c1)O[C@@H](CN(C)Cc1ccccn1)[C@H](C)CN([C@@H](C)CO)S2(=O)=O,38.3,0.1
C[C@H]1CN([C@@H](C)CO)C(=O)c2cccc(NS(=O)(=O)c3cn(C)cn3)c2O[C@H]1CN(C)CC1CC1,.,3.1
COCC(=O)N(C)C[C@@H]1Oc2ncc(C#Cc3ccncc3)cc2C(=O)N([C@H](C)CO)C[C@H]1C,-12.5,2.1
O=C1N(CCS(=O)(=O)c2ccccc2)Cc2ccccc2[C@H]2OC(c3ccc(OCCCO)cc3)=N[C@@]12Cc1ccccc1,11.0,.
COc1ccc(NC(=O)Nc2ccc3c(c2)C(=O)N([C@H](C)CO)C[C@@H](C)[C@H](CN(C)C(=O)NC(C)C)O3)cc1,4.2,1.8
C[C@@H]1CN([C@@H](C)CO)S(=O)(=O)c2ccc(-c3ccccc3)cc2O[C@H]1CN(C)C(=O)C1CCC1,3.9,0.4
C/C=C/c1ccc2c(c1)O[C@H](CN(C)Cc1ccc(F)cc1)[C@H](C)CN([C@@H](C)CO)S2(=O)=O,21.1,-0.3
C[C@H](CO)N1C[C@H](C)[C@@H](CN(C)Cc2ccc(C(F)(F)F)cc2)OCCCC[C@H](C)Oc2ccc(NS(=O)(=O)c3cn(C)cn3)cc2C1=O,.,0.4
CCCNC(=O)N[C@@H]1C=C[C@@H](CC(=O)N2CCN(C)CC2)O[C@@H]1CO,1.4,-0.1
C[C@@H]1CN([C@@H](C)CO)C(=O)c2cc(C#CCN(C)C)cnc2O[C@@H]1CN(C)Cc1ccc2c(c1)OCO2,.,3.5
O=C(OCC(O)CO)c1ccccc1Nc1ccnc2cc(Cl)ccc12 (stereo not given),.,1.8
Cc1sc2ncnc(SCC(=O)c3ccc4ccccc4c3)c2c1C,-7.4,-0.3
O=C(N[C@@H]1CC[C@@H](CCNC(=O)C2CCOCC2)O[C@@H]1CO)c1ccncc1,9.2,-0.3
C[C@H]1CN([C@@H](C)CO)C(=O)c2cc(NC(=O)CCCN(C)C)ccc2O[C@@H]1CN(C)Cc1ccncc1,8.3,3.8

The results go on.
canonical_smiles,EZH2 inh,IDH1 R132H inh
Cc1noc(C)c1NC(=O)Nc1ccc2c(c1)CC(=O)N([C@@H](C)CO)C[C@H](C)[C@H](CN(C)S(=O)(=O)c1cn(C)cn1)O2,.,-0.3
O=C1O[C@H](c2ccccc2)[C@H](c2ccccc2)N2[C@H]1[C@@H](C(=O)O)[C@]1(C(=O)Nc3ccc(C#CCCO)cc31)[C@H]2c1ccc(O)cc1,1.9,.
CC(C)CC#Cc1ccc2c(c1)O[C@@H](CN(C)C(=O)c1cnccn1)[C@H](C)CN([C@H](C)CO)S2(=O)=O,4.3,0.2
COCC(=O)Nc1ccc2c(c1)OC[C@H](C)N(Cc1cccnc1)C[C@@H](C)[C@@H](OC)CN(C)C2=O,0.2,0.0
